Screening data (PubChem BioAssay)
Giardia kill: kills Giardia lamblia | Giardia lamblia trophozoite viability | activity change, % at 7.66 µM, hits read low | 340,000 compounds, 0.15% hits; in the data active means activity change below about -80%; inconclusive means between about -30% and that limit;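 further: parasites exposed to compound for two days anaerobically before the ATP read; on the % scale 0 is the no-effect control and ±100 the full control effect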
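Luminescence from cellular ATP indicates surviving trophozoites (100 cells/well) following 48 hrs anaerobic compound treatment at 37 deg C; signal develops 15-30 min at room temperature.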
FLuc counter: counter-screen for miR-21 project: firefly luciferase inhibitors or activators | P08659 | purified FLuc, Km substrates, luminescence inhibition | Potency, µM (doses to about 57.5 µM), without a hit: at the highest dose activity change, negative = inhibition, usual class: inhibitors | 360,000 compounds, 6.9% hits | AID 588342;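 further: potency means the concentration at half of the fitted maximal effect; plate controls were vehicle for no effect and reference inhibitor for full effect; nearly all actives have a fitted effect of over 55% in size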
Target sequence (P08659 whole entry, looked up): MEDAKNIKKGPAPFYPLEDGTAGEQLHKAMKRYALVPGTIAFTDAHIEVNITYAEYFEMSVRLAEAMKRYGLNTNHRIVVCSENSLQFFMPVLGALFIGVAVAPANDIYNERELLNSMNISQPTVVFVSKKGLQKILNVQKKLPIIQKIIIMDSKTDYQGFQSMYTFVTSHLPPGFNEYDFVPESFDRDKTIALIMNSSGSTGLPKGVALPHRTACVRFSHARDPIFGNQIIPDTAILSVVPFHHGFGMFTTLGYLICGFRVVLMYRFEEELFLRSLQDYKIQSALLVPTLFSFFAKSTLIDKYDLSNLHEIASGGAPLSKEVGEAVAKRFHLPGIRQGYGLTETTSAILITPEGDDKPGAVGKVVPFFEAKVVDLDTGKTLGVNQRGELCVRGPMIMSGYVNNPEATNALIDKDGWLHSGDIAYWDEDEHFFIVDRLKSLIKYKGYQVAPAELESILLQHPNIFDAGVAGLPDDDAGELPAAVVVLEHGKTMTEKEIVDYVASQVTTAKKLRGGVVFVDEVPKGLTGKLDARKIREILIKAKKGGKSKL
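Purified P. pyralis luciferase, 10 nM final, with Km-level 10 uM D-luciferin and 10 uM ATP in 50 mM Tris acetate pH 7.5, 10 mM Mg acetate, 0.01% Tween-20, 0.05% BSA; 6-point qHTS titration about 60 µM downward; luminescence read.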
PKM2 activator: PKM2 (human) enzyme activation. Potency, µM (series often up to 57.5 µM), for the others: at the highest dose activation, hits mostly activators. purified PKM2, Kinase-Glo ATP luminescence, activation; response scale: 0% is enzyme alone, no compound. 260,000 compounds, 0.34% hits. AID 1631. P14618; further: potency means the concentration at half of the fitted maximal effect; on the % scale 0 is the no-effect control and ±100 the full control effect; nearly all actives have a fitted effect of over 55% in size
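Purified hPK-M2 (>95%) run at intermediate activity with 0.1 mM ADP and 0.5 mM PEP in 50 mM imidazole pH 7.2, KCl, MgCl2; 1 h room temperature. ATP formed read by Kinase-Glo luminescence; normalized to uninhibited and no-enzyme controls.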
VP16 counter: inhibits Gal4-VP16 luciferase reporter, ROR gamma counter-screen; 310,000 compounds, 3.5% hits; Drosophila S2 Gal4-VP16 UAS-luciferase, luminescence, 20 h; AID 2546; Potency, µM (top dose mostly 53.6 µM), without a hit: at the top dose activity, negative = inhibition, actives largely listed as inhibitors;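 further: Gal4-VP16 expression switched on by copper sulfate through the metallothionein promoter; potency means the concentration at half of the fitted maximal effect; on the % scale 0 is the no-effect control and ±100 the full control effect; nearly all actives have a fitted effect of over 50% in size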
RORgamma inh: ROR gamma (mouse) transcription inhibition. P51450. Drosophila S2 Gal4-RORgamma UAS-luciferase reporter, 20 h. Potency, µM (titrated, usually from 53.6 µM), for inactives: top-dose activity change, negative = inhibition, hits mostly inhibitors. 310,000 compounds, 5.4% hits. AID 2551; further: potency means the concentration at half of the fitted maximal effect; on the % scale 0 is the no-effect control and ±100 the full control effect; nearly all actives have a fitted effect of over 60% in size
Target sequence (P51450 whole entry, looked up, the tested form may be a part): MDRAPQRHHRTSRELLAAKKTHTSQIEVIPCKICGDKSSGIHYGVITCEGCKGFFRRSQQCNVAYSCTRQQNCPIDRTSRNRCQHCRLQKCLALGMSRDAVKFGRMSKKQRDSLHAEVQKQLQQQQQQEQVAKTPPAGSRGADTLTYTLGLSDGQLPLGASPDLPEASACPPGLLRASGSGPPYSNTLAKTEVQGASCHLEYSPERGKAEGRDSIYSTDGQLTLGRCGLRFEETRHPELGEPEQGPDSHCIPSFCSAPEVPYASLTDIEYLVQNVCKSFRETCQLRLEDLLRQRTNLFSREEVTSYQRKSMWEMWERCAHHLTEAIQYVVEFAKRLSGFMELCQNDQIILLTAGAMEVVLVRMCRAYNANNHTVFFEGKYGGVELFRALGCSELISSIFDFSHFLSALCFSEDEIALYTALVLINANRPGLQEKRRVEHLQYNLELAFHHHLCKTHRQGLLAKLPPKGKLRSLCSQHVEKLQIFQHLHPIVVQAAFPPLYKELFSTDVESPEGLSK
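ROR gamma transcriptional activity was tracked as Gal4-UAS luciferase output in stably transfected Drosophila Schneider cells, with compound added 1 hr before 700 uM copper sulfate induction and a 20 hr ambient-temperature incubation.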
BRCA1 expr up: activators of BRCA1 expression. MCF7-BRCA1-FFLuc reporter, luminescence, 48 h; response scale: scaled: vehicle 0%, 10 µM genistein 100%. Potency, µM (doses to about 46.1 µM), inactives show at the top dose activation, most hits filed as activators. 380,000 compounds, 1.1% hits; further: potency means the concentration at half of the fitted maximal effect; nearly all actives have a fitted effect of over 80% in size; some results filed as inactive show a strong effect at the top dose
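Quantitative HTS in MCF7 cells stably reporting BRCA1 expression via firefly luciferase. Compound treatment lasts 48 h at 37 °C in phenol-red free MEM. Activation is expressed relative to genistein at 10 microM and DMSO.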
ELG1 genotox: inducers of genotoxicity in HEK293T ELG1-luciferase cells | HEK293T ELG1-luciferase reporter, luminescence, 16 h | Potency, µM (doses to about 46 µM), for inactives: top-dose activity change, positive = activation, most hits filed as activators | 330,000 compounds, 1.3% hits; further: potency means the concentration at half of the fitted maximal effect; % of control where 0% means no effect; nearly all actives have a fitted effect of over 60% in size
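Genotoxicity was scored as increased ELG1-luciferase reporter signal, measured by ONE-Glo luminescence (30 min, room temperature). Compound or vehicle exposure of the HEK293T reporter cells lasted 16 hr at 37°C.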
Rab9 prom act: activators of Rab9 promoter. Huh7 Rab9 promoter-luciferase reporter, luminescence, 24 h. Potency, µM (top dose mostly 9.22 µM), inactives show top-dose activation, negative = inhibition, most hits filed as activators. 320,000 compounds, 2.8% hits; further: potency means the concentration at half of the fitted maximal effect; % of control where 0% means no effect; nearly all actives have a fitted effect of over 60% in size
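Luciferase signal after 10 min detection reagent at ambient indicates Rab9 promoter upregulation; stably transfected Huh7 cells were treated 24 h with compound in DMSO at 37 °C, 5% CO2.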
NPC1 promoter act: activates the NPC1 promoter; 320,000 compounds, 2.4% hits; Potency, µM (highest dose often 9.22 µM), for inactives: top-dose activation, actives largely listed as activators; AID 485313; Huh7 NPC1 promoter luciferase reporter, 24 h;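 further: potency means the concentration at half of the fitted maximal effect; % of control where 0% means no effect; nearly all actives have a fitted effect of over 60% in size; reporter is driven by a mutant NPC1 promoter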
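Stable NPC1-promoter luciferase Huh7 line; cpd (DMSO) 24 h, 37 °C, 5% CO2; Amplite luciferase reagent 10 min RT; luminescence readout. qHTS format.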
p53 reactivation: mutant p53 re-activation in reporter cells; H1299 p53-A138V BP100-luciferase reporter, luminescence, 24 h; Potency, µM (top dose mostly 92.2 µM), without a hit: top-dose activity change, positive = activation, most hits filed as activators; 320,000 compounds, 0.063% hits; AID 504706; further: potency means the concentration at half of the fitted maximal effect; % of control where 0% means no effect; nearly all actives have a fitted effect of over 45% in size
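p53-null H1299 cells stably carrying temperature-sensitive p53-A138V and a BP100-luciferase reporter were pinned with compounds (4-point, 1:5 series) and held 24 hrs at 37 deg C. Luminescence was read 10 min after detection reagent.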
Menin MLL FP TR: menin-MLL binding inhibition, Texas Red mutant peptide; Potency, µM (doses to about 61.6 µM), for the others: at the top dose FP activity change, negative = inhibition, usual class: inhibitors; 270,000 compounds, 0.23% hits; AID 1768; Menin + Texas Red MLL mutant peptide, fluorescence polarization; O00255; active means well fitted inhibition curve with a large enough effect in the polarisation, with a control signal flat, not every such curve was filed as active; inconclusive means small, poorly fitted or top-dose-only effect, or effect the other way, or a change in a side signal; inactive means no such curve, though single readings can be large or run the other way; the % refers to the polarisation; further: potency means the concentration at half of the fitted maximal effect; % of control where 0% means no effect; many of its hits are not listed in these tables
Numbers without * were called inactive; ? = inconclusive; · = not tested or not shown; & = joins results of further samples; [ ] = dose if it differs, or a comment. Unless noted, the call rests on the fitted dose curve; in most records, active means well fitted curve in the direction sought with a large enough effect; inconclusive means small, poorly fitted or top-dose-only effect, or another doubt; inactive means no such curve, though single readings can be large; an effect the other way counts as inactive or inconclusive. Some of the compounds tested; count on the stated rates, not on these rows.

The line under a structure holds: Giardia kill | FLuc counter | PKM2 activator | VP16 counter | RORgamma inh | BRCA1 expr up | ELG1 genotox | Rab9 prom act | NPC1 promoter act | p53 reactivation | Menin MLL FP TR
Cc1cccn2c(CNCC(C)Oc3cccnc3)c(C(=O)N3CCOCC3)nc12 (configuration not stated)
  11 | 5% | 4% | 11% | 17% | 0% | -1% | 2% | 1% | 1% | ·
COc1ccccc1NS(=O)(=O)c1cc([N+](=O)[O-])ccc1N/N=C/c1c[nH]c2ccccc12
  4 | -10% | -15% | ? | -28% | -46% | -29% | -8% | 0% | -10% | ·
O=C(Nc1ccncc1)c1ccc(Cl)cc1
  0 | ? | · | -9% | -17% | 16% | -7% | 2% | -3% | -2% | -9%
O=C(O)c1cnc(-c2ccccc2)nc1-c1ccccc1
  -19 | ? | 1% | -13% | -31% | -2% | 0% | 2% | -4% | -4% | 14%
COc1ccc(Cn2nnnc2C(c2cccs2)N2CCN(c3ccc([N+](=O)[O-])cc3)CC2)cc1 (configuration not stated)
  0 | -1% | -4% | -11% | 2% | -36% | 1% | -13% | -8% | -12% | -17%
CC1CCCN(S(=O)(=O)c2cccc(C(=O)NCc3ccco3)c2)C1 (configuration not stated)
  5 | 4% | · | · | · | 0% | 0% | -5% | 0% | -9% | ·
Cc1ccc(S(=O)(=O)c2c(N)n(CCCO)c3nc4ccccc4nc23)cc1
  -1 | 2% | 21% | 2% | 26% | -50% | 0% | -3%[1.84 µM] | -1% | 0% | -1%
Cn1c(=O)[nH]c(=O)c2c1nc(SCCN1CCCCC1)n2Cc1ccccc1
  19 | 4% | 1% | -1% | 2% | 0% | -1% | -8% | -5% | 8% | 1%
COc1cccc(OC)c1C(=O)N1CCN(Cc2ccccc2C(F)(F)F)CC1
  26 | -1% | 5% | 7% | -23% | -65% | -17% | -1% | -2% | -10% | ?
CC1=C(C#N)C(C)C2=C(CC(C)(C)CC2=O)N1 (configuration not stated)
  -4 | 1% | 9% | -23% | ? | 0% | -1% | 2% | 0% | 1% | -10%
CCOc1ccc(NC(=O)CCNS(=O)(=O)c2ccc(Br)s2)cc1
  1 | 6% | -1% | -6% | 15% | -1% | 1% | -2% | 2% | -1% | ·
COc1cn(-c2ccccc2)nc1C(=O)Nc1ccc(C)cc1Cl
  26 | 6.7µM* | 7% | -5% | 6% | -35% | 27% | 14% | 1% | 4% | ?
COC(=O)Cn1cc(C(=O)c2cccs2)c2ccccc21
  -24 | ? | -4% | 7% | 24% | 0% | 0% | -3% | 2% | 10% | 4%
CC(=O)N1CCN(c2ccc(Oc3ccc([N+](=O)[O-])c(C(F)(F)F)c3)cc2)CC1
  -12 | -1% | 1% | 7.1µM* | ? | -31% | 1% | -29% | -19% | -6% | -1%
COc1cc(NC(=O)CN2C(=O)COc3ccc(S(=O)(=O)N4CCCCC4)cc32)cc(OC)c1
  14 | -1%&-6% | · | 1% | 18% | -7% | 0%[9.26 µM] | 0% | 1% | -1% | 40%[activator]
N=C1C(c2ccccc2)=C(O)CN1c1cccc(S(=O)(=O)Nc2cccc(C(F)(F)F)c2)c1
  8 | -1% | 2% | 4% | 8%[10 µM] | 1% | 2% | -9% | 1% | -3% | 1%
O=C(Nc1ccc(F)cc1)NC1(C(=O)NCc2cccs2)CCCCC1
  7 | -1% | -2% | 3% | -3% | -1% | 0% | 3% | -4% | -5% | 4%
COCC(=O)n1nc(-c2ccccc2)nc1NCc1ccccc1
  -18 | ? | -1% | -3% | 1% | ? | 18% | 27% | 24% | -8% | -9%
O=C(NC1=NCCS1)c1ccc(-c2ccc(Cl)cc2)o1
  -12 | 1.9µM* | 2% | ? | 16% | 2.8µM* | 2.1µM* | 2µM* | 2µM* | ? | 22%
Cc1ccc(CNc2ccc(N3C(=O)CC(C)C3=O)cc2[N+](=O)[O-])cc1 (configuration not stated)
  10 | ? | 3% | ? | ? | 18% | 0% | 1% | 0% | 8% | -6%
COc1ccc(N2CCN(CC(=O)c3c(C)n(C)c4ccc(OC)cc34)CC2)cc1
  -15 | -3% | 5% | 15% | 0% | -17% | -2% | 0% | -6% | -4% | ·
CCOC(=O)c1nc(Nc2ccc(C(=O)O)cc2)c2ccccc2n1
  -3 | -4% | 3% | -1% | -16% | 1% | 1% | 5% | 0% | 8% | ?
Cc1nn(C)c(C)c1NC(=O)c1ccc(S(=O)(=O)N(C)C)cc1
  -6 | 0% | -1% | -3% | 3% | 23% | -1% | -8% | 1% | -9% | -16%
O=C(CN1C(=O)NC2(CCCC2)C1=O)OCCOc1ccccc1Cl
  15 | 2% | · | · | · | 2% | 3% | 1% | -1% | 7% | ·
COC(=O)c1cccc(NC(=O)c2cnccn2)c1
  -23 | -9% | 3% | ? | 24% | 17% | 2% | ? | 19% | 10% | -6%
COc1cc(CCC(O)CC(=O)CCc2ccccc2)ccc1O (configuration not stated)
  -21 | 4% | 8% | 25% | ? | 0% | -2% | -10% | 2% | -2% | 15%
O=C(COc1ccc(Cl)cc1Cl)Nc1ccc(Cl)cn1
  ? | 0.3µM* | ? | ? | ? | 11µM* | 1.2µM* | ? | 0.45µM* | 33% | 10%
Cc1ccc(OCc2cnc(Cl)s2)c(C)c1
  -9 | 11µM* | 7% | -11% | -13% | 37% | 19% | 0% | 4% | -1% | -7%
N/C(=N\OC(=O)COc1ccc(Br)cc1)c1ccncc1
  0 | -17% | 3% | 11% | -3% | 77% | 9% | 0% | 14% | ? | -12%
Cc1nc2ccccc2c(=O)n1/N=C/c1ccccc1
  2 | ? | -1% | ? | -2% | 41% | 2% | 4% | 3% | -6% | -2%
CCc1ccc2c(c1)c1nc(C)sc1n2CC(=O)OC
  -13 | 12µM* | 5% | -28% | 20% | 4% | -4% | -2% | 1% | -5% | 0%
C=CCn1c(SCC(=O)c2ccc(Br)cc2)nnc1C(CC(C)C)NC(=O)c1cccs1 (configuration not stated)
  -10 | 3% | 10% | 10% | 18% | -34% | 0% | 1% | -1% | 1% | -4%
COc1ccc(CN2CCN(c3ncnc4scc(-c5ccc(F)cc5)c34)CC2)cc1
  1 | 0% | · | 18% | 19% | -60% | -12% | -3%[1.84 µM] | -6% | -1% | -41%
COc1ccc(NC(=O)CCSc2nnnn2C)cc1
  9 | -8% | 7% | -23% | -5% | ? | -8% | ? | 17% | ? | -2%
Cc1ccc(SC[C@H](C)CN2CC[C@H](NC(=O)OCc3ccccc3)CCC2=O)cc1
  -6 | 2% | 1% | -5% | 24% | -9% | -5% | -5% | -4% | 9% | -27%
O=C(CC1CC2CCC1C2)N1CCN(S(=O)(=O)c2ccccc2[N+](=O)[O-])CC1 (configuration not stated)
  14 | 3% | · | · | · | -1% | -1% | -8% | -2% | -1% | ·
Cn1ccc(C(=O)Nc2ccc3c(c2)OCCO3)n1
  -13 | ? | -45% | ? | 7.9µM* | -1% | 5.8µM* | 0.71µM* | 0.89µM* | -2% | 4%
O=C(NC1=NCCS1)c1ccccc1OCc1ccccc1Cl
  16 | -11% | -7% | ? | 10µM* | -19% | -6% | -7% | 0% | -1% | 9%
CN(CC(=O)Nc1ccc(Cl)c(C(F)(F)F)c1)C(=O)C1CC(=O)N(C2CCCC2)C1 (configuration not stated)
  -20 | -1% | · | · | · | -8% | -8% | -7% | -1% | -9% | ·
O=C1COc2ccc(C(=O)CSc3nnnn3-c3ccccc3)cc2N1
  -11 | 6% | ? | 1% | 25% | 2% | 0% | -2% | -2% | -22% | 1%
Cc1[nH]n(-c2ccccc2)c(=O)c1N=O
  -3 | ? | -10% | -4% | 7% | 0% | -9% | -2% | 0% | 2% | 12%
COc1ccc(C(=O)N/C(=C\c2ccccc2)C(=O)NCc2cccnc2)cc1
  -8 | 0% | · | 12% | -2% | 0% | -2% | 5% | 1% | 5% | 3%
O=C(O)c1ccc(-n2c(/C=C/c3ccccc3)nc3ccccc3c2=O)cc1
  -27 | -16% | · | -6% | -2% | -24% | -2% | 1% | -4% | 4% | -44%
COc1ccccc1NC(=O)c1ccc(CSc2ccccc2)o1
  9 | ? | -1% | -10% | 2% | 35% | 7% | 2% | 1% | 5% | ·
COC(=O)c1[nH]c2ccccc2c1NS(=O)(=O)c1ccc(OC)cc1OC
  5 | 5% | ? | 1%[0.365 µM] | 3% | 0% | -2% | -2% | -3% | -5% | 11%
CC(C(=O)Nc1ccccc1C(F)(F)F)N1CCN(C)CC1 (configuration not stated)
  20 | 0% | -1% | -7% | -1% | -8% | -1% | -1% | 8% | · | 10%
CCN(CC)C(=O)c1ccc(/C=C/c2c[nH]c3ccccc23)[n+](C)c1
  17 | -4% | -11% | 2% | -4% | -11% | 1% | 13% | 7% | ? | 0%
